West Nile virus CPE – inhibition of WNV-induced cytopathic effect – cell-based, CPE readout (AID 1621); one-dose CPE inhibition, % at 10 µM; IC50 in µM for titrated hits; West Nile virus-infected cells, CPE inhibition; higher % means a stronger effect; 290,000 compounds, 0.02% hits; in the data active means a potency from the dose series; further: strong numbers were not always called active
Rac1 GTP hydrolysis – MgcRacGAP GTPase-activating activity inhibitors, confirmation, biochemical, ADP Hunter fluorescence; MgcRacGAP-stimulated Rac1 GTP hydrolysis, ADP Hunter fluorescence; higher % means a stronger effect; GST-tagged Rac1 F28L mutant substrate; 340,000 compounds, 0.6% hits; one-dose inhibition, % at 30 µM; IC50 in µM for titrated hits;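 active means first-screen hits whose inhibition reached a set limit at any dose in the follow-up dose series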;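 further: fluorescence reports GDP produced by GAP-driven GTP hydrolysis; strong numbers were not always called active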
Myeloid diff 2 – myeloid differentiation induction; ER-HoxA9 myeloid progenitors, lysozyme-GFP differentiation, flow cytometry; 360,000 compounds, 1% hits; calls only at 10 µM;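 active means normalized GFP-positive differentiation at or above the plate's own cutoff, the solvent-only control mean plus 3 SD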;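 further: cells exposed to compound for four days before flow analysis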
bCat nuc transl – alters nuclear translocation of beta-catenin in HeLa cells; immunofluorescence imaging; nuclear translocation activity, % at 5 µM; AID 1665; 190,000 compounds, 0.3% hits;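 active means nuclear translocation activity above 50% at 5 µM, with a well cell count of 50 or more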;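 further: per-cell ratio of nuclear to cytoplasmic median beta-catenin stain intensity; plate controls were DMSO negative control for no effect and GSK-3 inhibitor IX positive control for full effect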
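System: Human HeLa cells, endogenous beta-catenin | Compound dosing: 5 µM primary, 0.02–20 µM confirmation | Timing: 24 h compound exposure at 37°C, 5% CO2 | Measured by: Fluorescence imaging of beta-catenin antibody stain plus DAPI | Read-out basis: % activation of per-cell nuclear versus cytoplasmic median beta-catenin signal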
Large T inhibition – SV40 large T antigen inhibitors, biochemical (AID 1903). SV40 large T antigen ATPase/helicase inhibition assay; higher % means a stronger effect. 310,000 compounds, 0.39% hits. one-dose inhibition, % at 20 µM; IC50 in µM for titrated hits; in the data active means a potency from the dose series; further: strong numbers were not always called active
Salmonella PhoP GFP – PhoP-dependent GFP reporter repression – Salmonella Typhimurium, primary screen (AID 1863). S. Typhimurium PhoP-regulated promoter GFP reporter, 4 h; higher % means a stronger effect. 300,000 compounds, 0.16% hits. inhibition, % at 50 µM, or IC50 in µM where a hit was titrated;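 active means inhibition over 29.93%, a cutoff 3 SD above the screen mean, later confirmed by dose response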;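 further: 0% = low Mg2+ inducing control and 100% = high Mg2+ repressing control; strong numbers were not always called active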
WT yeast gro inh – growth inhibition of WT yeast, mitochondrial fusion screen; AID 1362; 190,000 compounds, 2.1% hits; mitochondrial fusion phenotypic screen, WT strain; inhibition, % at 10 µM; in the data active means inhibition above about 58%; tested in S. cerevisiae
T cell HTS – T cell immune modulation candidate; 2C CD8+ T cell-vesicle binding, flow cytometry; active compounds read low; calls only at 7 µM; 330,000 compounds, 0.068% hits; AID 2052;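 active means response, share of CD8 T cells binding vesicles, and their 90th percentile fluorescence all below set limits, cut at about 80% in these data, passing the limit was not always enough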
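incubation = binding step 1.5 h, 37 °C, antibody labelling 20 min, ice | test system = 2C mouse CD8+ T cells | read-out basis = percent CD8+ FL2 mean versus row control | controls = Peptide-free naked vesicles (low) and QL9 vesicles with 0.7% DMSO vehicle (high) | detection = flow cytometry of vesicle-bound cells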
RSV CPE inhibition – inhibition of RSV-induced cytopathic effect – HEp-2 cells, primary 10 µM value included (AID 2391); HEp-2 cells, RSV-induced CPE inhibition; higher % means a stronger effect; CPE inhibition, % at 10 µM; hits with a dose series show IC50 in µM; 310,000 compounds, 0.13% hits; in the data active means a potency from the dose series; further: strong numbers were not always called active
WT yeast gro inh mutant strain – further read-out of WT yeast gro inh, marked with its call; inhibition, %; mitochondrial fusion phenotypic screen, mutant strain inhibition
bCat nuc transl cell count 5 µM – also measured in bCat nuc transl; calls as there; cell count; measured here: cell count, cytotoxicity flag
T cell HTS vesicle-bound % – recorded beside T cell HTS, whose call it bears; double positive events, %; measured here: CD8+ vesicle-bound cell fraction;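 binding gate set so that unloaded-vesicle control wells show 10% double positive cells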
Myeloid diff 2 GFP+ MAC1+ % – recorded beside Myeloid diff 2, whose call it bears; GFP+ MAC1+ double positive, %; measured here: differentiation confirmed by MAC1 staining
An asterisk follows results filed as active; i = inactive; · = not tested or not shown.

SMILES | West Nile virus CPE | Rac1 GTP hydrolysis | Myeloid diff 2 | Myeloid diff 2 GFP+ MAC1+ % | bCat nuc transl | bCat nuc transl cell count 5 µM | Large T inhibition | Salmonella PhoP GFP | WT yeast gro inh | WT yeast gro inh mutant strain | T cell HTS | T cell HTS vesicle-bound % | RSV CPE inhibition
CC(=O)c1cccc(NC(=O)N[C@@H](CC(C)C)C(=O)O)c1 | 0.4% | 10.8% | i | 4.3 | -2.0 | 1023 | 8.2% | -19.5% | 0.8 | 3.2 | i | 53.2 | 1.1%
Cc1ccc(C2C(C#N)=C(N)Oc3n[nH]c(-c4cccs4)c32)cc1 (stereo unspecified) | -0.8% | 7.0% | i | 0.7 | 0.0 | 1151 | 17.1% | -4.1% | 9.9 | -2.1 | i | 37.6 | 1.2%
O=C(c1ccco1)N1CCN(Cc2cc(=O)c(OCc3c(F)cccc3Cl)co2)CC1 | · | 3.3% | i | 1.3 | · | · | 21.9% | 2.2% | · | · | i | 53.0 | 1.2%
CC1(C)CC(=O)C=C(Nc2ccc(Cl)cc2)C1 | -0.7% | 10.2% | i | 0.6 | · | · | 5.9% | 5.3% | · | · | i | 25.7 | 9.7%
CC(=O)Nc1ccc2c(c1)nc(CCN1CCOCC1)n2C | -0.2% | 6.6% | i | 1.3 | -3.8 | 1019 | 19.8% | -4.3% | -14.2 | 6.6 | i | 41.1 | 2.0%
COc1cc(Cl)c(S(=O)(=O)N2CCN(Cc3ccc4c(c3)OCO4)CC2)cc1Cl | -0.4% | 5.2% | i | 1.8 | -2.4 | 1136 | -4.7% | 11.3% | 42.6 | 28.7 | i | 62.5 | -0.3%
COC(=O)c1ccccc1NC(=O)CN(C)S(=O)(=O)c1cc(C)ccc1OC | -0.2% | 6.4% | i | 1.1 | · | · | 8.3% | -6.1% | 13.3 | 16.8 | i | 44.8 | 3.1%
N#C/C(=C/c1cccc([N+](=O)[O-])c1)c1nnc2n1CCCCC2 | -0.3% | -1.1% | i | 0.7 | -0.6 | 1108 | 4.2% | 6.3% | -3.6 | 25.9 | i | 26.3 | 0.5%
FC(F)(F)Oc1ccc(Nc2nc3ccccc3o2)cc1 | · | 15.5% | i | 1.3 | -1.6 | 1187 | 17.0% | 6.1% | 15.3 | -0.4 | i | 40.1 | 5.6%
O=C(NCc1ccccc1)N1CCN(c2ccccc2F)CC1 | -0.1% | 11.3% | i | 0.3 | -3.0 | 1058 | 4.1% | -3.2% | 7.9 | -0.1 | i | 31.1 | 1.2%
CCOC(=O)CSc1nc2sc(C)c(C)c2c(=O)n1N | 0.2% | -2.9% | i | 0.4 | · | · | 4.5% | -1.1% | 6.5 | -21.5 | i | 55.0 | 3.0%
Cc1c(C(=O)Nc2ccccc2F)sc2ncn(CC(=O)N3CCCCC3)c(=O)c12 | 0.4% | 0.0% | i | 0.6 | · | · | 7.8% | 3.2% | · | · | i | 19.0 | 2.5%
CN(CC(=O)Nc1cccc(F)c1)C(=O)Cn1c(=O)oc2ccccc21 | · | 0.8% | i | 0.2 | · | · | · | · | · | · | i | 39.9 | 0.3%
Cc1cc(-n2c(C)cc(C(=O)CN3C(=O)NC4(CCCC4)C3=O)c2C)no1 | -0.4% | -9.1% | i | 3.4 | -3.0 | 1117 | 2.0% | 5.5% | -2.6 | -5.3 | i | 44.8 | 0.6%
CC(OC(=O)c1ccc(O)cc1)C(=O)Nc1cc(C(F)(F)F)ccc1Cl (stereo unspecified) | 0.3% | -1.9% | i | 0.4 | -0.6 | 1339 | 7.3% | -8.7% | · | · | i | 51.8 | 7.5%
CCOCCCN(C)C1CCN(C(=O)c2oc3ccccc3c2NC(=O)c2ccc(F)cc2)CC1 | -0.1% | 11.7% | i | 0.0 | · | · | 12.8% | -8.2% | · | · | i | 44.6 | -1.0%
O=C(CCN1CCCCC1)NNC(=O)C12CC3CC(CC(C3)C1)C2 | -0.2% | 8.7% | i | 0.8 | -1.0 | 1048 | 3.6% | 3.4% | 6.2 | 5.9 | i | 46.2 | -1.4%
COCCn1c(=O)c2c(nc3n2CCCN3CCc2ccccc2)n(C)c1=O | -0.1% | 12.0% | i | 1.0 | · | · | 9.2% | -5.0% | · | · | i | 63.7 | 4.4%
COc1ccc(S(=O)(=O)NCCSCc2ccco2)cc1 | 0.0% | -0.4% | i | 2.4 | -3.3 | 1193 | 4.4% | 6.8% | 11.1 | -6.2 | i | 27.5 | -0.2%
COc1ccc(NC(=O)C2CCN(S(=O)(=O)c3cccc4nonc34)CC2)c(OC)c1 | 0.2% | 6.8% | i | 0.3 | · | · | 10.9% | -2.1% | · | · | i | 47.1 | 1.7%
NC(=O)NC(=O)C[n+]1cccc(/C=N/O)c1 | -0.1% | -5.5% | i | 0.1 | -6.1 | 1130 | 2.2% | 12.1% | 4.1 | -12.6 | i | 63.4 | 0.9%
C=CCOC(=O)C1=C(C)Nc2[nH]c(=O)[nH]c(=O)c2C1c1ccccc1 (stereo unspecified) | 0.2% | 4.2% | i | 0.2 | -1.0 | 1150 | 1.0% | 5.2% | 10.8 | 5.2 | i | 26.8 | -0.4%
O=C(Cc1csc(-c2ccccc2)n1)NCc1ccc(F)cc1 | -0.6% | 7.6% | i | 0.7 | 1.1 | 1133 | 5.7% | 3.0% | -14.8 | -7.2 | i | 4.6 | 1.6%
CCC(=O)c1ccc2ncccc2c1 | 1.1% | 3.9% | i | 0.1 | -0.3 | 957 | -0.5% | 5.5% | 5.1 | 6.0 | i | 23.4 | 0.6%
COc1ccc(NC(=O)c2cncc(Br)c2)c(S(=O)(=O)N2CCOCC2)c1 | 0.1% | 12.4% | i | 0.3 | -6.9 | 970 | 4.2% | -9.9% | -6.1 | 3.2 | i | 24.1 | 3.0%

Reprinted from the part before: 4 entries, then new ones.
SMILES | West Nile virus CPE | Rac1 GTP hydrolysis | Myeloid diff 2 | Myeloid diff 2 GFP+ MAC1+ % | bCat nuc transl | bCat nuc transl cell count 5 µM | Large T inhibition | Salmonella PhoP GFP | WT yeast gro inh | WT yeast gro inh mutant strain | T cell HTS | T cell HTS vesicle-bound % | RSV CPE inhibition
C=CCOC(=O)C1=C(C)Nc2[nH]c(=O)[nH]c(=O)c2C1c1ccccc1 (stereo unspecified) | 0.2% | 4.2% | i | 0.2 | -1.0 | 1150 | 1.0% | 5.2% | 10.8 | 5.2 | i | 26.8 | -0.4%
O=C(Cc1csc(-c2ccccc2)n1)NCc1ccc(F)cc1 | -0.6% | 7.6% | i | 0.7 | 1.1 | 1133 | 5.7% | 3.0% | -14.8 | -7.2 | i | 4.6 | 1.6%
CCC(=O)c1ccc2ncccc2c1 | 1.1% | 3.9% | i | 0.1 | -0.3 | 957 | -0.5% | 5.5% | 5.1 | 6.0 | i | 23.4 | 0.6%
COc1ccc(NC(=O)c2cncc(Br)c2)c(S(=O)(=O)N2CCOCC2)c1 | 0.1% | 12.4% | i | 0.3 | -6.9 | 970 | 4.2% | -9.9% | -6.1 | 3.2 | i | 24.1 | 3.0%
CCc1ccc(Nc2nc(C)cc(C)n2)cc1 | 0.0% | 0.4% | i | 0.5 | · | · | 5.5% | -1.3% | · | · | i | 40.4 | 2.0%
COc1ccc(Cl)cc1-c1nc(SCC(=O)NC(C)C(C)C)n[nH]1 (stereo unspecified) | -0.5% | 4.0% | i | 0.4 | -0.3 | 1330 | 4.9% | -3.0% | 6.0 | -2.2 | i | 22.3 | 9.8%
O=C(COc1ccc([N+](=O)[O-])cc1)N1CCN(c2nnc(-c3ccccc3)c3ccccc23)CC1 | 0.4% | 5.0% | i | 0.6 | 2.0 | 1244 | 23.1% | -0.8% | · | · | i | 39.6 | 5.8%
CCCOC(=O)Cc1c(O)c2ccccc2[nH]c1=O | 0.9% | 7.8% | i | 0.6 | -3.6 | 1054 | 19.4% | 3.8% | 15.4 | 18.1 | i | 37.9 | -0.7%
Cn1c(=O)c2c(nc(OCCc3ccccc3)n2C)n(C)c1=O | -0.8% | -5.0% | i | 0.5 | -5.4 | 1200 | 13.2% | 3.6% | · | · | i | 38.6 | 1.4%
CCCCn1c(O)c(N=NC(=O)Cn2c(C(F)(F)F)nc3ccccc32)c2ccccc21 | 0.3% | 7.8% | i | 0.3 | -2.7 | 557 | 2.5% | -4.7% | -6.0 | -6.9 | i | 44.5 | 0.7%
CSc1ccc(S(=O)(=O)NCC(=O)OCC(=O)N2CCCCC2C)cc1[N+](=O)[O-] (stereo unspecified) | · | 5.4% | i | 0.8 | · | · | 3.8% | -1.3% | · | · | i | 27.8 | 0.3%
CCOc1ccc(/C=N/NC(=O)c2nnn(-c3nonc3N)c2-c2cccs2)cc1 | 0.5% | 3.8% | i | 1.0 | · | · | 10.7% | -0.8% | · | · | i | 16.2 | 1.7%
O=C(C1=C(c2ccccc2)C(=O)c2ccccc2C1=O)c1ccccc1 | -2.4% | 8.1% | i | 0.2 | -0.3 | 470 | 1.1% | 8.2% | 22.4 | 17.8 | · | · | ·
O=C(O)CCc1n[nH]c(=S)[nH]c1=O | 0.2% | -1.9% | i | 2.0 | 4.6 | 967 | -4.5% | 5.5% | 9.7 | 15.5 | i | 47.4 | 1.6%
Cn1c(SCC(=O)Nc2ccc3[nH]c(=O)[nH]c3c2)nnc1-c1ccc(F)cc1 | 0.2% | -4.0% | i | 1.9 | -0.5 | 1325 | 12.3% | -5.9% | · | · | i | 51.2 | 1.0%
Nn1c(COc2ccccc2)nnc1SCc1cc(=O)[nH]c2ccccc12 | 0.7% | 6.6% | i | 5.1 | -0.4 | 1030 | 8.3% | -8.4% | -1.2 | 48.0 | i | 43.3 | -1.6%
Cc1ccc(C(=O)NCC(=O)OCc2nnc(-c3ccccc3)o2)cc1 | 0.2% | 6.5% | i | 1.8 | · | · | 9.1% | -0.1% | · | · | i | 18.0 | 6.0%
CCCNC(=O)NC(=O)CN1C(=O)NC(C)(c2ccc3ccccc3c2)C1=O (stereo unspecified) | 0.7% | 6.5% | i | 0.5 | · | · | 17.0% | -3.5% | · | · | i | 30.7 | 1.3%
CCc1ccc2c(COC(=O)C3CSC4(C)CCC(=O)N34)cc(=O)oc2c1 (stereo unspecified) | · | 4.9% | i | 1.8 | · | · | · | · | · | · | i | 33.6 | -0.1%
CCOc1ccc(C2/C(=C(\O)c3ccc4c(c3)OCCO4)C(=O)C(=O)N2CCCn2ccnc2)cc1OC (stereo unspecified) | 0.2% | 12.5% | i | 0.7 | · | · | 10.5% | -6.2% | · | · | i | 8.7 | 1.7%

Assay outcomes from PubChem.
